Caspase-7 inhib: blocks human caspase-7 allosterically or competitively; actives 0.02% (n = 75,000); recombinant caspase-7, Ac-DEVD-AFC fluorescence rate; Potency, µM (doses to about 57.5 µM), for inactives: top-dose activity change, negative = inhibition, hits mostly inhibitors; AID 889; P55210; active = well fitted inhibition curve with a large enough effect in the main read-out, with a control signal flat, not every such curve was filed as active; inconclusive = small, poorly fitted or top-dose-only effect, or a change in a side signal; note: potency is the fitted concentration of half-maximal effect; % of control where 0% means no effect
Target sequence (P55210 24-198 limits assumed): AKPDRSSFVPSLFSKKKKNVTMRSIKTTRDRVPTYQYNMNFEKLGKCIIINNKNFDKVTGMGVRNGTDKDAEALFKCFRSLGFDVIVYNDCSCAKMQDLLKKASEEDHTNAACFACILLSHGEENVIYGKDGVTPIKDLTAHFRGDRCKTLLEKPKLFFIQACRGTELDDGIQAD
Target sequence (P55210 207-303 limits assumed): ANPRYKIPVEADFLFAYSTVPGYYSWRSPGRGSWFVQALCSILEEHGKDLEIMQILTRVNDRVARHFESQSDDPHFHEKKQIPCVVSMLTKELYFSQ
HEK293 cAMP ctrl: parental HEK293 cAMP activation (counter-screen). parental HEK293 CNG cAMP sensor, membrane potential fluorescence. Potency, µM (top dose mostly 57.1 µM), for the others: top-dose activation, usual class: activators. actives 2.5% (n = 73,000). AID 938; note: potency is the fitted concentration of half-maximal effect; % of control where 0% means no effect; nearly all actives have a fitted effect of over 55% in size
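Counterscreen for endogenous-receptor signalling: CNG-channel HEK 293 cells report cAMP rise by membrane depolarization. After 60 min dye equilibration with 100 uM RO 20-1724, compounds incubated 30 min before bottom-read fluorescence at 590 nm.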
A350 autofl: compounds fluorescent in Alexa 350 spectral region. AID 590. max dye-equivalent concentration, M. actives 11% (n = 59,000). Compound autofluorescence, 340/450 nm, Alexa 350 dye-equivalents; stronger effect = higher value; in the data active = max dye-equivalent concentration above about 10 nM; inconclusive = mostly about 1.1 nM to 9.6 nM
4MU fluor: compound fluoresces in the 4-MU spectral region; max dye-equivalent concentration, M; compound autofluorescence, 340/450 nm, 4-MU equivalents; stronger effect = higher value; actives 11% (n = 59,000); in the data active = max dye-equivalent concentration above about 10 nM; inconclusive = mostly about 1.1 nM to 9.6 nM
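Compounds in 100 mM Tris, pH 8.0, sat 15 min at room temperature before fluorescence was read at 340 nm excitation/450 nm emission; a per-plate six-point 4-MU standard curve converted signals to dye-equivalent concentration at each compound concentration.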
Fluorescein autfl: fluorescein region autofluorescence; Compound autofluorescence, 480/540 nm, fluorescein-equivalent; stronger effect = higher value; max fluorescein-equivalent concentration, M; AID 593; actives 0.91% (n = 59,000); in the data active = max fluorescein-equivalent concentration above about 10 nM; inconclusive = between about 1.1 nM and that limit
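Normalized response (dye-equivalent concentration) derives from comparing each well's 540 nm emission, under 480 nm excitation, with plate-resident fluorescein standards. Compounds were held in 100 mM Tris, pH 8.0, for 15 min at room temperature.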
Caspase-1 inhib: caspase-1 (human) inhibition, allosteric or competitive; P29466; Caspase-1 enzyme, Ac-WEHD-AFC fluorogenic rate; Potency, µM (series often up to 57.5 µM), for the others: at the highest dose activity change, negative = inhibition, most hits filed as inhibitors; actives 0.03% (n = 75,000); AID 900;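 note: potency is the fitted concentration of half-maximal effect; plate controls were vehicle for no effect and no substrate for full effect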
Target sequence (P29466 120-297 limits assumed): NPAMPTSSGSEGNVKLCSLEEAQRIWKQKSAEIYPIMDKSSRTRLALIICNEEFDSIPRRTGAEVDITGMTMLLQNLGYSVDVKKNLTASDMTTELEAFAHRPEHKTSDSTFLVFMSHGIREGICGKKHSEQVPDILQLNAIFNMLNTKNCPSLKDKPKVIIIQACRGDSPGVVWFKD
Target sequence (P29466 317-404 limits assumed): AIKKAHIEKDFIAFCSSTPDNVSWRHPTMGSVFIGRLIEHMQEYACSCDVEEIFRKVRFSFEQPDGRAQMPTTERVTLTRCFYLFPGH
Luciferase inh: blocks Photinus pyralis firefly luciferase activity. purified firefly luciferase, luminescence, 8 min. Potency, µM (top dose mostly 57.1 µM), for the others: at the highest dose activity change, negative = inhibition, hits mostly inhibitors. actives 2.2% (n = 72,000); note: potency is the fitted concentration of half-maximal effect; % is set by controls: 0 for no effect and ±100 for the full control effect; nearly all actives have a fitted effect of over 40% in size
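qHTS concentration-response profiling: light output of P. pyralis luciferase with luciferin and 10 uM ATP, imidazole buffer pH 7.2. Read by luminescence after 8-min room-temperature incubation.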
ERK AVP inh: inhibitors of vasopressin-stimulated ERK signaling pathway. HEK293-V1b, vasopressin-stimulated pERK AlphaScreen. Potency, µM (titrated, usually from 57.5 µM), for inactives: at the highest dose activity, negative = inhibition, usual class: inhibitors. actives 0.99% (n = 72,000); note: potency is the fitted concentration of half-maximal effect; % is set by controls: 0 for no effect and ±100 for the full control effect; nearly all actives have a fitted effect of over 55% in size
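qHTS, compounds titrated on V1b-expressing HEK293 cells. Preincubation 30 min at 37C, vasopressin 25 nM for 5 min, lysis 10 min, bead incubation 5 hr at room temperature.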
Rhodamine autofl: rhodamine region autofluorescence; Rhodamine-region fluorescence, 547/598 nm, Tris buffer; stronger effect = higher value; max dye-equivalent concentration, M; actives 0.05% (n = 59,000); AID 594; in the data active = max dye-equivalent concentration above about 11 nM; inconclusive = between about 1.1 nM and that limit
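Intensities are converted to rhodamine-equivalent concentration using a six-point rhodamine standard on each plate. Compounds sit 15 min at room temperature in 100 mM Tris buffer, pH 8.0; read uses the 547/598 nm excitation/emission pair.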
Texas Red fluor: Texas Red region autofluorescence; actives 0.06% (n = 59,000); max dye-equivalent concentration, M; Compound fluorescence, Texas Red channel, 547/618 nm; stronger effect = higher value; AID 587; in the data active = max dye-equivalent concentration above about 10 nM; inconclusive = between about 1.1 nM and that limit
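Compound titrations in 100 mM Tris pH 8.0 were incubated 15 min at room temperature and read at 547 nm excitation / 618 nm emission. Texas Red six-point standard curve on each plate converted fluorescence to dye-equivalent concentration.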
Tau filament bind: binds recombinant human tau filaments. Potency, µM (series often up to 57.1 µM), for the others: top-dose activity change, negative = inhibition. recombinant tau filaments, thioflavin S fluorescence, 15 h; filaments grown with octadecylsulfate alongside compound. AID 596. actives 2% (n = 71,000). P10636;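 note: potency is the fitted concentration of half-maximal effect; % is set by controls: 0 for no effect and ±100 for the full control effect; actives lower thioflavin S fluorescence by blocking filaments or displacing dye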
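Tau 2 uM in ThS buffer dispensed; compound added; 60 uM ODS added (finals 1 uM tau, 30 uM ODS); 15 h 37 C; fluor ex450/em510.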
* marks the source's active call; other numbers are inactive results; i = inactive; ? = inconclusive; . = not tested or not shown; [ ] = dose if it differs, or a comment. Unless noted, calls come from the whole dose curve; as a rule, active = well fitted curve in the direction sought with a large enough effect; inconclusive = small, poorly fitted or top-dose-only effect, or another doubt; inactive = no such curve, though single readings can be large; an effect the other way counts as inactive or inconclusive. The list is partial (hit frequency here may not be typical).

Fields: Luciferase inh, Caspase-7 inhib, Fluorescein autfl, A350 autofl, ERK AVP inh, 4MU fluor, Rhodamine autofl, Tau filament bind, Caspase-1 inhib, Texas Red fluor, HEK293 cAMP ctrl
CCN1CCN(c2nc3sc4c(c3c3ncnn23)CC(C)CC4)CC1 (stereo not given)
  4%, 0%, ?, ?, ?, i, i, 80%, -2%, i, ?
COCC(=O)OCn1nnc2ccccc2c1=O
  1%, 0%, i, i, 5%, i, i, 0%, 1%, i, 6%
CCN1C(=O)[C@H]2[C@H]3[C@H](O)[C@H](O)C/C(=N/OC)[C@@H]3CC[C@@H]2C1=O
  2%[11.4 µM], 1%[11.5 µM], ., ., 11%[11.5 µM], ., ., ., 1%[11.5 µM], ., 11%[11.4 µM]
CCc1ccccc1NC(=O)c1cnccn1
  0%, -3%, i, i, -8%, i, i, -8%, -2%, i, 9%
CC1=CC=CC2=NC(=O)CC(C)(C(=O)N(CC(=O)NC(C)C)C3CCCC3)N12 (stereo not given)
  2%, -5%, i, 9.7e-07M*, -2%, 1e-06M*, i, -7%, -1%, i, 5%
COc1ccccc1CNC(=O)C1CCN(c2nc3ccccc3o2)CC1
  0%, -1%, i, i, -3%, i, i, 2%, -1%, i, 5%
CCCn1c(SCC(=O)Nc2nnc(-c3ccccc3)s2)nnc1-c1ccccn1
  -4%, -3%, ?, i, -28%, i, i, 143%, -4%, i, ?
COc1ccc(C2Sc3nncn3N2Cc2ccc(C#N)cc2)cc1 (stereo not given)
  -1%, 4%, i, i, 9%, i, i, 9%, 1%, i, 4%
CN(C)c1ccc(P(=O)(OC2CCCCC2)C(O)c2cccnc2)cc1 (stereo not given)
  3%, -1%, ?, i, -16%, i, i, 3%, -2%, ?, 7%
O=C(NC1CCN(C(=O)NC2CCCCC2)CC1)c1ccco1
  -2%, -2%, ?, i, 10%, i, i, -11%, 0%, i, 6%
CCOC(=O)c1c(C)n(C)c2ccc(OCC(O)Cn3nc(C)c(Br)c3C)cc12 (stereo not given)
  2%, -5%, i, i, -25%, i, i, 168%, -1%, i, ?
O=C(O)C1CCCCC1C(=O)NCCc1ccccc1 (stereo not given)
  1%, 0%, i, i, 8%, i, i, 0%, -1%, i, 5%
CCOc1cc(C(=O)OCC(=O)c2c(C)[nH]c3ccccc23)ccc1OCC(=O)N1CCOCC1
  4%, -2%, i, i, ?, i, i, 22%, 1%, i, -2%
Cc1nnc2ccc(Oc3ccc(-c4ccccc4)cc3)nn12
  -2%, -2%, ?, i, -22%, i, i, 29%, 0%, i, ?
N#Cc1cccc(NC(=O)COc2ccc(-n3ccnc3)cc2)c1
  0%, -1%, ?, i, ?, i, i, -2%, -1%, ?, 4%
CC(C)NC(=O)N1CC[C@@]2(CCCN(C(=O)c3cc(C(F)(F)F)cc(C(F)(F)F)c3)C2)C1
  2%[11.4 µM], 0%, i, i, 5%, i, i, 4%, -4%, i, 9%
CC(=O)N1CCN(C(=O)CNc2cc(C(F)(F)F)ccc2OCC(F)(F)F)CC1
  -9%, 0%, i, i, -18%, i, i, 9%, 1%, i, 6%
COc1cc(-n2c3nc4ccccc4nc3c3c(=O)n(Cc4ccco4)cnc32)cc(OC)c1OC
  -3%[25.5 µM], ., ?, i, ., i, i, ., ., i, .
CCc1nc(N2CCOCC2)c(C#N)c2c1CCCC2
  -1%[25.5 µM], ., i, 7.1e-08M*, ., 5.9e-08M*, i, ., ., ?, .
Cc1onc(-c2ccccc2)c1C(=O)Nc1ccnn1C1CCCCC1
  -1%, 0%, i, i, 16%, i, i, 1%, -1%, i, 15%
CCOC(=O)Cc1csc(NC(=O)CSc2nnc(C3CC3)n2C)n1
  -37%, 6%, ?, i, -9%, i, i, 2%, 0%, ?, 5%
C/C(Cl)=C\CSc1nnc2n(N)c(=O)c3ccccc3n12
  -1%, 0%, i, i, -8%, i, i, -2%, -1%, i, 9%
CCCCNC1C(CC)C(CCC)C(C#N)(C#N)C1(C#N)C#N (stereo not given)
  3%, -4%, i, 3.9e-08M*, -6%, 3.2e-08M*, i, -9%, -5%, ?, 20%
O=C(CCOc1ccccc1)OCC(=O)c1cc2ccccc2o1
  3%, -9%, i, i, 15%, i, i, ?, -4%, ?, 17%
CC(=O)N1CCC2(CCCN(c3ccc(-c4ccccc4)cc3)C2)CC1
  1%[11.4 µM], -8%, i, i, -28%, i, i, -28%, -9%, i, 18%
COc1ccc(C(C)=O)cc1CSCCC(=O)O
  -4%[25.5 µM], ., i, i, ., i, i, ., ., i, .
CCOC(=O)C1CCN(S(=O)(=O)c2cccc3nonc23)CC1
  2%, -1%, i, i, 24%, i, i, -11%, -1%, i, 9%
O=C(CCCN1C(=O)c2ccccc2C1=O)NCCCN1CCOCC1
  0%, 0%, i, i, -30%, i, i, 7%, 0%, i, -2%
C=CCN(CC=C)S(=O)(=O)c1ccc2nc(NC(=O)C(C)C)sc2c1
  0%, -3%, i, i, ?, i, i, -14%, -1%, i, 1%
Cc1ccc(Nc2nc(C)c(CCC(C)C)c(=O)[nH]2)cc1
  2%, 1%, i, i, 3%, i, i, 16%, 0%, i, 2%
COC(=O)CSc1nnc(CNC(=O)c2ccccc2OC)n1C
  2%, -1%, ?, i, -14%, i, i, -15%, -1%, i, 2%
Cn1c(=O)[nH]c(=O)c2c1nc(NC1CCCCC1)n2CC(=O)NC1CCCCC1
  2%, 1%, i, i, 4%, i, i, 2%, 1%, i, 3%
COc1ccc2nc(NC(=O)CN(c3ccc(C)cc3)S(=O)(=O)c3c(C)nn(C)c3C)sc2c1
  -3%, -2%, i, i, 7%, i, i, 28%, 0%, ?, -2%
Cc1occc(=O)c1O
  ., 3%, ., ., 3%, ., ., -7%, -3%, ., -8%
Cc1ccc(Cc2cnc(N)s2)o1
  -3%, -13%, i, i, 24%, i, i, -7%, -4%, i, 6%
COc1ccc2ccccc2c1C1CC(=O)N2CN(C3CCCCC3)CSC2=C1C#N (stereo not given)
  -14%, -24%, ., ., 5%, ., ., 13µM*, -16%, ., ?
Cc1ccc(C(C(=O)NC2CCCC2)N(Cc2ccco2)C(=O)CCC(=O)Nc2ccccn2)cc1 (stereo not given)
  1%, -1%, i, i, 20%, i, i, 8%, -2%, i, 10%
O=C(NCc1ccco1)c1cccc(F)c1
  3%, -4%, i, ?, -6%, ?, i, 5%, -4%, ?, -9%
CC1Cc2ccccc2N1S(=O)(=O)c1cccc(C(=O)NCCCO)c1 (stereo not given)
  2%, 0%, ?, i, ?, i, i, 4%, -1%, i, 4%
Cn1c(C(C#N)C(=O)c2sc3ccccc3c2Cl)nc2ccccc21 (stereo not given)
  1%, -17%, ?, 1.2e-08M*, 0%, ?, i, 124%, ?, i, -7%
O=C(OCc1nnc(-c2ccccc2)o1)c1ccco1
  -11%, -1%, i, i, -20%, i, i, 0%, -1%, i, 15%
O=C(O)C1C(C(=O)O)C(C(=O)O)C1C(=O)O (stereo not given)
  1%[11.4 µM], 1%[11.5 µM], i, i, -5%[11.5 µM], i, i, 5%[11.4 µM], -1%[11.5 µM], i, 3%[11.4 µM]
COc1ccc(C(=O)CSc2nnc(COc3ccccc3)n2Cc2ccco2)cc1
  -4%, -4%, ?, i, ?, i, i, 150%, -4%, i, 16µM*
CCN1C(=O)CC(C(=O)Nc2ccc(F)cc2)SC1=Nc1ccc2c(c1)OCO2 (stereo not given)
  0%, -8%, i, i, -15%, i, i, -14%, -2%, i, -21%
Cc1nc(NCc2ccccc2)c2nc(-c3ccccc3)n(CC(C)(C)CN(C)C)c2n1
  ., 0%, ., ., 13%, ., ., 23%, 3%, ., ?
CCOC(=O)C(C(=O)OCC)C(C)C#CCN1CCCCC1 (stereo not given)
  -5%, 1%, ., ., -18%, ., ., 6%, -1%, ., 4%
O=C(N/N=C1/C[C@@H](O)[C@@H](O)[C@@H]2[C@@H]3C(=O)N(C4CCCCC4)C(=O)[C@H]3CC[C@H]12)OCc1ccccc1
  -3%[11.4 µM], -1%[11.5 µM], ., ., 8%[11.5 µM], ., ., ., 1%[11.5 µM], ., 7%[11.4 µM]
CCCn1c(SCC(=O)NC2CCCCC2)nnc1-c1ccncc1
  0%, 3%, i, ?, -1%, i, i, -6%, 1%, i, 18%
COC(=O)c1ccc(C2C3=C(Nc4nnnn42)c2ccccc2OC3)cc1 (stereo not given)
  -17%, -21%, i, 7.4e-08M*, 27%, 5.9e-08M*, i, 55%, ?, i, 13µM*
Cc1cccc(CNc2ccnc(-c3ccccc3Cl)n2)c1
  1%[2.29 µM], -9%, i, i, -20%, i, i, -14%, -3%, i, 18%
COc1ccc(C(NC(=O)c2ccco2)c2ccc(OC)c(OC)c2)cc1OC
  1%, 0%, ?, i, 2%, i, i, -14%, -1%, ?, 1%

Screens (PubChem)
